# High-throughput results as filed in PubChem.
# NPSR antag: qHTS Assay for Antagonists of the Neuropeptide S Receptor: cAMP Signal Transduction; Q6W5P4; actives 1% (n = 220,000); Potency, µM (titrated, usually from 38.3 µM), for the others: top-dose activity change, negative = inhibition, hits mostly inhibitors; CHO-NPSR cells, cAMP TR-FRET, antagonist mode; note: potency is the fitted concentration of half-maximal effect; % is set by controls: 0 for no effect and ±100 for the full control effect; nearly all actives have a fitted effect of over 50% in size; many of its hits are not listed in these tables
# Target sequence (Q6W5P4 whole entry, looked up): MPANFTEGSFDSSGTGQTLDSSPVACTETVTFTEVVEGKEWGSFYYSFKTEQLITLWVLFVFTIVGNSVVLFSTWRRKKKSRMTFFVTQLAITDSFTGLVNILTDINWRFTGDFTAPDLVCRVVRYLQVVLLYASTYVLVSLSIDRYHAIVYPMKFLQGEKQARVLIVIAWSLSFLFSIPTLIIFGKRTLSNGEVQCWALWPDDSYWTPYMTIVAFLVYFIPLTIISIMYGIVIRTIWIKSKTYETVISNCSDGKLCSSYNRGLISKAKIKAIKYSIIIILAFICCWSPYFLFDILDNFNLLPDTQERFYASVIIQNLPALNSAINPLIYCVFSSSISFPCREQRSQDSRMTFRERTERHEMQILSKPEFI
# Epigenetic reg: Quantitative High-Throughput Screen for Regulators of Epigenetic Control; murine LDR cells, GFP reporter derepression, 30 h; Potency, µM (doses to about 53.9 µM), inactives show at the highest dose GFP activation, hits mostly activators; AID 1865, 2009; actives 0.2% (n = 280,000); note: potency is the fitted concentration of half-maximal effect; % of control where 0% means no effect; nearly all actives have a fitted effect of over 60% in size
#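 In this reporter-derepression format, murine cells bearing a silenced integrated CMV-GFP locus incubate with test compound (30 h, 37 C), then are washed and imaged; fluorescent objects of 20–120 um count as induced cells.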
# CBFb-RUNX1 inh: qHTS Assay for Compounds Blocking the Interaction Between CBF-beta and RUNX1 for the Treatment of Acute Myeloid Leukemia; Potency, µM (top dose mostly 59.8 µM), for the others: at the highest dose activity, negative = inhibition, usual class: inhibitors; Runt-related transcription factor 1 (Homo sapiens) + Core-binding factor subunit beta …; AlphaScreen CBFb-His/RUNX1-biotin binding, biochemical; 230,000 tested, under 10 active; note: % of control where 0% means no effect
#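 Bead-based AlphaScreen assay; binding partners His-tagged CBF-beta and biotinylated RUNX1 at 30 nM each. Compound exposure 15 min after a 20-min protein preincubation; bead step 90 min; all steps at room temperature.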
# Tau fibril FP: qHTS for Inhibitors of Tau Fibril Formation, Fluorescence Polarization. Potency, µM (highest dose often 57.7 µM), inactives show at the top dose activity, negative = inhibition, hits mostly inhibitors. K18 P301L tau heparin fibrillization, Alexa594 FP, 6 h. Microtubule-associated protein tau (Homo sapiens), P10636. AID 1468, 2008. actives 0.39% (n = 280,000); note: potency is the fitted concentration of half-maximal effect; % is set by controls: 0 for no effect and ±100 for the full control effect; nearly all actives have a fitted effect of over 55% in size
# Target sequence (P10636 561-689 P618L limits assumed): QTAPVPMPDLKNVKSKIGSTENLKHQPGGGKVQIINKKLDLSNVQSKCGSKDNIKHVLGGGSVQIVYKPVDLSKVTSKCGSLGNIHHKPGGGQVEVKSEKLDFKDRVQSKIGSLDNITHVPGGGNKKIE
#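 Quantitative HTS format: compounds meet 15 uM recombinant K18 P301L tau and Alexa 594-tau tracer in 100 mM sodium acetate pH 7; 20 uM heparin triggers fibrillization at 37 C over 6 hr; FP gives the signal.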
# aGal spleen mod: qHTS Assay for Inhibitors and Activators of Human alpha-Galactosidase From Spleen Homogenate; human spleen homogenate, 4MU-alpha-Gal fluorescence, 40 min; Alpha-galactosidase A (Homo sapiens), P06280; actives 0.008% (n = 240,000); Potency, µM (highest dose often 80 µM), for the others: at the highest dose activity change, negative = inhibition, usual class: inhibitors;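 note: potency is the fitted concentration of half-maximal effect; 0% = enzyme with vehicle and -100% = no enzyme basal signal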
#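 Human spleen homogenate (1 ug) as enzyme source, 4-methylumbelliferyl-alpha-D-galactopyranoside 1 mM final, citrate/phosphate pH 5.0 with 0.01% Tween-20. Compounds 40 min at 37C, NaOH/glycine stop; fluorescence Ex 365/Em 440, Hill-fit AC50.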
# Tau fluor cs: Counterscreen qHTS for Inhibitors of Tau Fibril Formation, Fluorescence Polarization | Potency, µM (series often up to 57.7 µM), inactives show top-dose activity change, negative = decrease | AID 1463, 2008 | actives 0.93% (n = 280,000) | tau K18 P301L (four-repeat tau fragment) Alexa594 fluorescence, heparin fibrillization; note: potency is the fitted concentration of half-maximal effect; % is set by controls: 0 for no effect and ±100 for the full control effect; nearly all actives have a fitted effect of over 55% in size
#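 Human K18 P301L tau (15 uM unlabeled plus 0.24 uM Alexa 594-labeled, final) in 100 mM sodium acetate pH 7 was mixed with compound and 20 uM heparin and incubated 6 hr at 37 C.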
# TRb-SRC2 inh: qHTS for Inhibitors of the Interaction of Thyroid Hormone Receptor and Steroid Receptor Coregulator 2 | Potency, µM (top dose mostly 106 µM), inactives show top-dose activity change, negative = inhibition, actives largely listed as inhibitors | AID 1469, 2008 | Thyroid hormone receptor beta (Homo sapiens), P10828 | TRbeta-SRC2 peptide binding, fluorescence polarization; receptor liganded with 1 µM T3 | actives 0.065% (n = 280,000);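 note: potency is the fitted concentration of half-maximal effect; plate controls were bound peptide for no effect and peptide without receptor for full effect; nearly all actives have a fitted effect of over 50% in size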
# Target sequence (P10828 whole entry, looked up): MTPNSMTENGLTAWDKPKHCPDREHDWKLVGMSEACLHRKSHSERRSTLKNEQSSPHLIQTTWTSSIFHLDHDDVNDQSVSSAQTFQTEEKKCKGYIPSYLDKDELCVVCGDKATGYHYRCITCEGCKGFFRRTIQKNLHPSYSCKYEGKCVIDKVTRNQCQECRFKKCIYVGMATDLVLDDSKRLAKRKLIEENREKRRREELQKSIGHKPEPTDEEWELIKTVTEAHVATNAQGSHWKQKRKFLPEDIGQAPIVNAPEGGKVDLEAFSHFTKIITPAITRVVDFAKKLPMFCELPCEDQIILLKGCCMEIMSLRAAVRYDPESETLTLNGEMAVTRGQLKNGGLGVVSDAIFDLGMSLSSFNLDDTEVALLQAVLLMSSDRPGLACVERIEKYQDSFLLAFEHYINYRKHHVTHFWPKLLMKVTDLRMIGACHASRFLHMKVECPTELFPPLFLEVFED
#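 Decrease in fluorescence polarization of 20 nM Texas Red SRC2 coactivator peptide flagged inhibition of its binding to 0.6 uM TRb LBD; 1 uM T3 included, incubation 5 hr, ex 555/em 632 nm.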
# TR SRC2 fluor cs: Total Fluorescence Counterscreen for Inhibitors of the Interaction of Thyroid Hormone Receptor and Steroid Receptor Coregulator 2; TRb/SRC2 Texas Red total fluorescence interference; Potency, µM (highest dose often 106 µM), without a hit: top-dose fluorescence change, negative = quenching; actives 0.29% (n = 280,000); active = well fitted curve in either direction with a large enough effect; inconclusive = small, poorly fitted or top-dose-only effect; note: potency is the fitted concentration of half-maximal effect; % is set by controls: 0 for no effect and ±100 for the full control effect
#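 Flags fluorescent or light-absorbing compounds by total fluorescence, S + 2P, at 555 nm excitation and 632 nm emission. Mixture: 20 nM Texas Red SRC2 peptide, 0.6 uM human TRb LBD, 1 uM T3, 5% DMSO; compound exposure 5 h at ambient temperature.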
# Numbers without * were called inactive; ? = inconclusive; . = not tested or not shown; & = joins results of further samples; [ ] = another dose, or the depositor's remark. Unless noted, calls come from the whole dose curve; as a rule, active = well fitted curve in the direction sought with a large enough effect; inconclusive = small, poorly fitted or top-dose-only effect, or another doubt; inactive = no such curve, though single readings can be large; an effect the other way counts as inactive or inconclusive. Only part of the results is shown. The share of hits here may be higher or lower than overall.
SMILES,NPSR antag,Epigenetic reg,CBFb-RUNX1 inh,Tau fibril FP,aGal spleen mod,Tau fluor cs,TRb-SRC2 inh,TR SRC2 fluor cs
Cc1ccc(CNc2ccc(-c3nc(C(C)C)no3)cc2[N+](=O)[O-])cc1,.,-1.8%,.,-9%,.,12%,2%,-1%
COc1ccccc1Sc1nc(-c2ccccn2)ncc1OC,-14%,2.9%,?,-2%,-2%,-3%,-10%,-1%
CCOc1ccc(N(CC(=O)O)S(=O)(=O)c2cccnc2)cc1,-1%[46.1 µM],-0.4%,4%,-10%,-2%,-5%,-3%,0%
COC(=O)c1cc2c(ccn2-c2ccc(F)cc2)n1CC(=O)N1CCN(C(=O)c2ccco2)CC1,-13%[46.1 µM],0.0%,3%,4%,0%,-7%,5%,0%
Cc1nnc(NC(=O)/C=C/c2ccco2)s1,-2%,0.9%,-3%,0%,-2%,-6%,-8%,2%
CC(C)c1ccc(C(=O)NC(=S)Nc2ccc3[nH]c(=O)[nH]c3c2)cc1,5%[7.67 µM],-0.3%,-9%,2%,2%,-21%,-1%,-1%
O=C(NCc1ccccc1)N[C@@H](Cc1c[nH]c2ccccc12)C(=O)O,12%[46.1 µM],-3.5%,1%,7%,0%,5%,-2%,-1%
COc1ccccc1NC(=O)Cn1c(=O)n(Cc2ccccc2)c(=O)c2sc3ccccc3c21,.,0.0%,.,?,.,-12%,3%,-2%
CC1=C(C(=O)OC(C)C)C(c2cccnc2)n2ncnc2N1 (stereo not given),-1%[46.1 µM],0.5%,1%,2%,5%,-1%,-10%,0%
O=C(CCCN1C(=O)S/C(=C\c2ccccc2)C1=O)NNC(=O)c1ccccc1O,-7%,0.5%,14%,0%,8%,-6%,0%,0%
Nc1cc(=O)nc(SCC(=O)Nc2ccccc2)n1-c1ccccc1,14%,-1.0%,8%,1%,-2%,-6%,2%,-1%
O=C(CCCc1ccccc1)NC1CCSC1=O (stereo not given),-3%[46.1 µM],0.0%,3%,-10%,-6%,-5%,-2%,1%
CC1CCC(NC(=O)c2ccc3c(c2)N(Cc2cccc(Cl)c2)C(=O)c2ccccc2S3=O)CC1 (stereo not given),.,-1.1%,.,-1%,.,2%,-2%,1%
O=C(NCc1ccccc1)c1sc(=S)n2c1[nH]c(=O)c1ccccc12,-7%[46.1 µM],-0.1%,-9%,6%,0%,?,4%,-11%
O=C(C1CCCN(Cc2cccc(F)c2)C1)N1CCCCC1 (stereo not given),-4%[46.1 µM],-3.0%,-5%,-2%,-3%,-4%,-13%,4%
COCc1c(C(=O)OCc2c(C)noc2C)oc2ccccc12,9%,-1.3%,18%,-1%,4%,-22%,5%,-1%
COc1ccc(OC)c(NC(=O)c2ccc(NS(=O)(=O)c3c(C)noc3C)cc2)c1,?,-1.1%,-4%,1%,-9%,-23%,3%,-3%
CCN(C(=O)CSc1nnc(-c2cccs2)n1CC)C1CCS(=O)(=O)C1 (stereo not given),17%,0.0%,9%,0%,4%,4%,2%,-1%
COc1ccc(N(C)S(=O)(=O)c2ccc3c(c2)n(C)c(=O)c(=O)n3C)cc1,.,-1.3%,.,-3%,.,-10%,2%,-1%
CCC1(C)CC(c2csc(N)n2)CCO1 (stereo not given),-8%[46.1 µM],0.2%,-2%,3%,-3%,2%,-15%,-2%
Cc1c(C(=O)NCCN2C(=O)S/C(=C\c3cccs3)C2=O)cccc1[N+](=O)[O-],-1%,15%,8%,-14%,7%,-14%,-10%,?
CCCn1nnnc1-c1cccc(Cl)c1,0%[46.1 µM],0.9%,4%,2%,8%,9%,4%,0%
CC1CCCC(C)N1/N=C/c1ccc(N(C)C)cc1 (stereo not given),-29%,-5.1%,11%,0%,2%,-2%,1%,-3%
Cc1nc2sc(-c3ccccc3)cc2c(=O)[nH]1,-11%[46.1 µM],0.0%,2%,-3%,8%,-9%,-4%,-4%
CC(=C/c1ccccc1)/C=N/N1CCN(Cc2ccc(C)cc2)CC1,24%,-0.3%,1%,4%,-6%,-20%,1%,-2%
# (listing goes on)
SMILES,NPSR antag,Epigenetic reg,CBFb-RUNX1 inh,Tau fibril FP,aGal spleen mod,Tau fluor cs,TRb-SRC2 inh,TR SRC2 fluor cs
COc1ccc2c(c1OC)CN(C)CCc1cc3c(cc1C(O)C2)OCO3 (stereo not given),-1%[46.1 µM],-1.1%,2%,3%,5%,-14%,-5%,-1%
COc1ccc2c(c1)-c1c(sn(-c3ccc(OC)c(OC)c3)c1=S)C(C)(C)N2,-29%[46.1 µM],-1.2%,.,13%,-14%,?,-11%,-3%
COc1cc(C2C(C(=O)N3CCOCC3)=C(C)NC3=C2C(=O)CCC3)ccc1OC(C)=O (stereo not given),9%[46.1 µM],-1.0%,1%,0%,19%,5%,7%,1%
COc1ccc(NC(=O)c2ccc(-c3ccc(-c4noc(C)n4)cc3C)cc2)cc1OCCN(C)C,.,7.4%&-1.2%,-12%,0%&-1%,-6%&-5%&1%,?,1%&13%&8%,-4%&-2%&-1%
Cc1ccccc1NC(=O)CSc1nc2c(oc3ccccc32)c(=O)n1Cc1ccco1,.,?,.,-7%,.,-4%,-1%,?
Cc1ccc(C(=O)C2=C(O)C(=O)N(CCCn3ccnc3)C2c2ccc(OC(C)C)cc2)o1 (stereo not given),?,-1.2%,1%,-10%,5%,-15%,-3%,3%
COc1ccccc1NC(=O)CC(=O)CSc1nnc(-c2ccc(C)cc2)n1C,-8%[46.1 µM],3.6%,-12%,2%,-23%,-9%,-1%,1%
COc1cccc(CNC(=O)c2ccc(CN3CC(=O)N4CCCCC4C3=O)cc2)c1 (stereo not given),.,-1.2%,.,-3%,.,-12%,-7%,-7%
O=C(Cn1c(=O)n(-c2ccccc2)c(=O)c2c3c(sc21)CCCC3)Nc1ccccc1,.,8.8%,.,?,.,4%,-2%,-64%
COc1ccc(NC(=O)C2=CC(c3ccc4c(c3)OCO4)=NS(=O)(=O)N2C)cc1OC,.,-1.7%,.,-16%,.,3%,-9%,-1%
CCN(CC)c1cc(C)c2cc(NC(=O)/C=C/c3ccccc3Cl)ccc2n1,.,?,.,9%,.,7.9µM*[quencher],11%,-2%
CCCOc1ccc(CN(CCO)CCO)cc1[N+](=O)[O-],15%,0.0%,-1%,5%,-7%,-2%,2%,-2%
Cc1cc(C)cc(N2CN=c3s/c(=C\c4ccco4)c(=O)n3C2)c1,-13%,0.0%,-14%,3%,0%,-3%,-3%,-1%
Cc1ccc2c(c1)nnn2C1CCN(S(=O)(=O)c2cccc(S(=O)(=O)N(C)C)c2)CC1,-22%[46.1 µM],1.1%,1%,-1%,1%,-23%,-3%,-6%
O=c1c2sc3ccccc3c2n(Cc2ccccc2F)c(=O)n1-c1ccccc1Cl,.,-0.1%,.,-10%,.,-11%,-5%,0%
COc1cc(C)nc(N2CCC(C(=O)NC3CCCCC3)CC2)n1,0%[46.1 µM],-3.0%,-1%,-9%,7%,-16%,-6%,-1%
COc1ccc2cc(C)c(SCC(=O)Nc3cc(C)on3)nc2c1,?,1.8%,-5%,-9%,-11%,-9%,-8%,0%
Clc1ccc(Cc2ccc(Cl)nn2)c(Cl)c1,2%[46.1 µM],-1.0%,5%,-4%,3%,0%,0%,-4%
Cc1cccc(NC(=S)NNC(=O)c2ccc(Br)o2)c1,-8%[46.1 µM],-1.8%,-5%,6%,0%,-13%,-3%,-6%
Nc1c([N+](=O)[O-])c(=O)sc2ccccc12,8%,-4.8%,0%,-2%,-2%,-1%,-13%,-1%
CCC(Oc1ccccc1F)C(=O)Nc1c(C(=O)c2ccccc2)oc2ccccc12 (stereo not given),.,-0.1%,.,?,.,?,-1%,1%
Cn1cccc1Cc1nnc(SCC(=O)Nc2cccc(Cl)c2)n1-c1ccc(F)cc1,-43%,-1.0%,-8%,-1%,6%,?,-3%,-2%
COc1ccc(-c2[nH]c3c(c2-c2c(-n4cccc4)n(C)c(=O)[nH]c2=O)c(=O)[nH]c(=O)n3C)cc1F,.,-2.4%,.,-1%,.,-16%,-4%,1%
Cc1c(NC(=S)N/N=C\c2ccccc2O)c(=O)n(-c2ccccc2)n1C,15%,-3.0%,?,1%,-2%,-5%,2%,-2%
COC(=O)C(NC(=O)CCc1c(C)nc2ncnn2c1C)C(C)C (stereo not given),2%[46.1 µM],0.0%,-1%,-6%,-4%,0%,-11%,1%
Cc1cc(C)n(-c2nc(C)nc3c2cnn3-c2ccccc2)n1,-9%[46.1 µM],-4.8%,0%,0%,-1%,15%,-14%,0%
COc1ccc(CCNC(=O)COc2ccc(-c3ccc(C)cc3)cc2)cc1OC,-10%[46.1 µM],-1.0%,2%,-9%,8%,-14%,4%,0%
COc1cccc(-c2nnn(CC(=O)NC3CCCC3)n2)c1OC,-14%[46.1 µM],0.7%,8%,-3%,2%,7%,-3%,-8%

# A portion from the list above, for reference:
SMILES,NPSR antag,Epigenetic reg,CBFb-RUNX1 inh,Tau fibril FP,aGal spleen mod,Tau fluor cs,TRb-SRC2 inh,TR SRC2 fluor cs
O=C(Cn1c(=O)n(-c2ccccc2)c(=O)c2c3c(sc21)CCCC3)Nc1ccccc1,.,8.8%,.,?,.,4%,-2%,-64%
COc1ccc(NC(=O)C2=CC(c3ccc4c(c3)OCO4)=NS(=O)(=O)N2C)cc1OC,.,-1.7%,.,-16%,.,3%,-9%,-1%
CCN(CC)c1cc(C)c2cc(NC(=O)/C=C/c3ccccc3Cl)ccc2n1,.,?,.,9%,.,7.9µM*[quencher],11%,-2%
CCCOc1ccc(CN(CCO)CCO)cc1[N+](=O)[O-],15%,0.0%,-1%,5%,-7%,-2%,2%,-2%
